# NR2E3 ag-1: inhibitors of NR2E3-RetCOR corepressor binding, primary screen, NR2E3 agonist project, biochemical, TR-FRET, GST-NR2E3, biotin-RetCOR; Photoreceptor-specific nuclear receptor (Homo sapiens), Q9Y5X4; AID 2300, 2010; 1536-well; actives 0.12% (n = 320,000); inhibition of corepressor binding, % at 4.78 µM;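 active = percent inhibition above the cutoff of mean plus 3 SD of all tested compounds, set per screening campaign, cut at about 20% in these data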;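 note: 0% = DMSO wells and 100% = biotin wells as full block of FRET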
# Target sequence (Q9Y5X4 whole entry, looked up): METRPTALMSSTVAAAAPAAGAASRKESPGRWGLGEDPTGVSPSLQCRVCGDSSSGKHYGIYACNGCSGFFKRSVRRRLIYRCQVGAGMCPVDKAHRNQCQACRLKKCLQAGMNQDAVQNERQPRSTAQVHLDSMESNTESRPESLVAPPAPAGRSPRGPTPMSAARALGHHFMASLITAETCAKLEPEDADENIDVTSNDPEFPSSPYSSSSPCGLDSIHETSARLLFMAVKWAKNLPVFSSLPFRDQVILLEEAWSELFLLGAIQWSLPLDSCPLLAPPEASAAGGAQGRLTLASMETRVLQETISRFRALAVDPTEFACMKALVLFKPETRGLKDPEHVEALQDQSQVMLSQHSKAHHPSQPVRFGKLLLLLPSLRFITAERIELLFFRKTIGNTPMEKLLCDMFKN
#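 System: GST-tagged NR2E3 plus biotinylated RetCOR corepressor; Amount: 1.35 nM GST-tagged NR2E3 final; Dosing: single nominal compound dose of 4.8 µM; Schedule: 5 h incubation at 4 °C; Technique: TR-FRET with europium anti-GST and streptavidin-D2, 340 nm excitation; Controls: biotin wells as high control, 0.6% DMSO wells as low control.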
# TWEAK Fn14 block: inhibitors of TWEAK-Fn14 signaling, primary screen, luciferase reporter cells, uHTS | TWEAK-stimulated Fn14 reporter cells, luciferase luminescence, 8 h | inhibition, % at 10 µM | actives 2% (n = 360,000) | AID 1159606, 2016; in the data active = inhibition above about 50%
# NR2E3 ag-2: NR2E3 agonists in two-hybrid cells, primary screen, cell-based, luminescence, CHO-S, Gal4-NCOR/VP16-NR2E3. actives 0.35% (n = 360,000). Photoreceptor-specific nuclear receptor (Homo sapiens), Q9Y5X4. luciferase. inhibition of corepressor binding, % at 3.98 µM. AID 602229, 2012;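 active = inhibition above the mean of all tested compounds plus 3 SD, cut at about 70% in these data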;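 note: 0% = DMSO with NR2E3 transfected cells and 100% = cells lacking NR2E3 construct; higher means lower luciferase signal from less NR2E3 corepressor binding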
# aDG glyco act: activators of alpha-DG glycosylation, primary screen, uHTS, Pro5-aDG cells, AlphaScreen; alpha-DG glycosylation AlphaScreen (IIH6); 0% Pro5, 100% B10-LARGE cell signal; activation, % at 10 µM; actives 0.22% (n = 360,000); AID 624168, 2012;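 active = activation of at least 8% versus controls, or a plate z-score of at least 8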;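 note: Pro5 are CHO cells carrying HIG-tagged alpha-DG that lacks glycosylation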
# TRPM1 prom inh: inhibitors of MITF-dependent TRPM1 promoter reporter, primary screen, cell-based, SK-MEL-5, single point, luciferase; SK-MEL-5 TRPM1 promoter luciferase, 24 h; AID 488899, 2010; inhibition, % at 12.5 µM; actives 0.83% (n = 330,000);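 active = mean inhibition across replicates of 60% or more, whatever share of single replicates reaches that level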; note: values of inactives mirror those of a sister screen read the other way
# HIF-2a inh: HIF-2a reporter inhibitors, primary screen, luminescence, 786-0 RCC cells; inhibition, % at 18.8 µM; 786-0 RCC cells HIF-2a reporter, luciferase luminescence, overnight; actives 0.72% (n = 360,000); AID 624352, 2012;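 active = inhibition of the luminescence signal of 40% or more relative to plate controls, in a single-dose primary screen at 18.75 µM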
# Shn3 3UTR inh: reduction of Shn3 3'UTR firefly luciferase signal, primary screen, Schnurri-3 inhibitor project, cell-based, Clone20 osteoblasts, set 2. Clone20 osteoblast Shn3 3'UTR firefly luciferase, 24 h. inhibition, % at 12.5 µM. actives 0.52% (n = 360,000). AID 588674, 2011;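 active = mean inhibition of at least 75% with every replicate also reaching 75%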;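 note: 0% = median of neutral control wells and 100% = pilot-screen positive control compound; some compounds past the cut are filed as inactive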
# KKLEB tox: cytotoxicity in KKLEB CF airway cells, primary screen, cytotoxicity control for CF NF-kB inhibitor project, cell-based, uHTS, fluorescence assay plates; KKLEB CF airway cells viability, ATPlite luminescence, overnight; hits give low values; cells stimulated with P. aeruginosa culture filtrate; activity change (cytotoxicity), % at 5 µM; actives 0.36% (n = 360,000); AID 602141, 2011;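 active = corrected activity change at or below -50% at 5 µM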
# CF NFkB block: inhibitors of PAF-induced NF-kB signaling, primary screen, cell-based, GFP fluorescence, uHTS; AID 588850, 2011; actives 0.86% (n = 360,000); KKLEB NF-kB-GFP reporter, GFP fluorescence overnight; inhibition, % at 5 µM;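 active = at least 50% inhibition at 5 µM, scaled per plate between neutral and stimulator controls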;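 note: PAF is a Pseudomonas aeruginosa culture filtrate used as stimulus; plate controls were PAF-stimulated DMSO wells for no effect and unstimulated DMSO wells for full effect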
# Peg3 prom inh: Peg3 promoter-driven luciferase inhibitors, primary screen, cell-based, HeLa, luciferase luminescence; HeLa PEG-Prom luciferase reporter, overnight; actives 1.7% (n = 360,000); inhibition, % at 20 µM;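 active = inhibition of at least 50% at 20 µM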
# hiPSC survival: enhancers of single-cell hiPSC survival, primary screen, ATPlite luminescence. actives 0.044% (n = 360,000). 100% = ROCK inhibitor wells, 0% = DMSO. survival enhancement, % at 20 µM; in the data active = survival enhancement above about 18%;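 note: cells exposed to compounds for 16 hours before the ATP read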
# * hit, by the source's call; / = not tested or not shown; & = joins results of further samples.
SMILES,NR2E3 ag-1,TWEAK Fn14 block,NR2E3 ag-2,aDG glyco act,TRPM1 prom inh,HIF-2a inh,Shn3 3UTR inh,KKLEB tox,CF NFkB block,Peg3 prom inh,hiPSC survival
O=C(Nc1cccc(-c2ccc(N3CCOCC3)nn2)c1)c1cccc(Cl)c1,/,-23,-47,-0.5,/,-208,-33,7,-1,-147,-0.3
COc1cc(OC)cc(C(=O)N2CCC(C(=O)N3CCOCC3)CC2)c1,0,3,-6,0.0,0,18,-2,-5,0,0,1.6
C=CCNC(=S)N/N=C(\C)c1ccc(-n2ccnc2)cc1,-2,-26,-6,0.4,-5,3,5,13,-1,9,0.4
COC(=O)c1sc2ccccc2c1-n1cccc1C(=O)C(=O)Nc1ccc(Cl)cc1,1,11,-16,-0.5,13,-1,-4,-4,7,31,-3.1
COc1ccccc1-c1nnc(SCC(=O)Nc2oc(C)c3c(C)n[nH]c(=O)c23)n1C,-2,-3,28,0.1,8,6,-9,25,-14,3,-0.4
Cn1nnnc1SCC(=O)N1CCN(C(=O)c2ccco2)CC1,2,1,-4,-0.1,/,9,-1,-7,14,4,2.2
Cc1ccc(-c2nc(CN(C)C(C3CC3)C3CC3)c(C)o2)cc1,1,-13,-39,-0.2,-2,-66,-6,-3,2,-25,-1.1
COc1ccc(C2=C(C=Nc3c(C)n(C)n(-c4ccccc4)c3=O)C(c3ccccc3C)c3ccccc3O2)cc1OC (stereo not given),2,-15,-12,-0.4,-6,6,73,-4,-2,18,-3.5
Cc1ccc(-n2ncc(C(=O)N3CCN(C(=O)c4ccco4)CC3)c2C2CCN(C(=O)OC(C)(C)C)CC2)cc1C,1,5,-14,0.6,6,16,-10,-38,16,0,0.7
O=C(CNc1cccc2ccccc12)N/N=C/c1ccc(C(=O)O)cc1,-3,37,0,0.5,12,-25,7,-10,30,9,-0.8

# Reprinted at random: two records from the list.
SMILES,NR2E3 ag-1,TWEAK Fn14 block,NR2E3 ag-2,aDG glyco act,TRPM1 prom inh,HIF-2a inh,Shn3 3UTR inh,KKLEB tox,CF NFkB block,Peg3 prom inh,hiPSC survival
COc1ccc(C2=C(C=Nc3c(C)n(C)n(-c4ccccc4)c3=O)C(c3ccccc3C)c3ccccc3O2)cc1OC (stereo not given),2,-15,-12,-0.4,-6,6,73,-4,-2,18,-3.5
COc1cc(OC)cc(C(=O)N2CCC(C(=O)N3CCOCC3)CC2)c1,0,3,-6,0.0,0,18,-2,-5,0,0,1.6

# Additional results follow:
SMILES,NR2E3 ag-1,TWEAK Fn14 block,NR2E3 ag-2,aDG glyco act,TRPM1 prom inh,HIF-2a inh,Shn3 3UTR inh,KKLEB tox,CF NFkB block,Peg3 prom inh,hiPSC survival
COc1ccc(S(=O)(=O)NCCSCc2cccs2)cc1,0,22,-19,0.1,6,8,3,9,26,13,0.5
CCOc1ccc(-n2c(-c3ccccc3)c[n+]3c2CCC3)cc1,-2,10,10,0.1,33,10,84*,-9,6,2,-0.2
Cc1ccc(-c2nc3ccccc3s2)cc1NC(=S)NC(=O)c1ccccc1,0,-3,-118,0.0,-50,-242,-51,-12,4,-319,-1.3
Cc1cc(C)cc(NC(=O)COC(=O)CN=C2NS(=O)(=O)c3ccccc32)c1,1,0,-30,-0.1,3,13,4,2,-6,12,-0.5
CCCNNC(=O)C(O)(c1ccccc1)c1ccccc1,-4,37,6,-0.1,-3,13,8,7,12,1,-1.4
CCN(CC)S(=O)(=O)c1ccc(C(=O)NC(=S)N2CCCCC2C)cc1 (stereo not given),/,1,-11,-0.1,/,4,-19,-7,14,11,2.4
NC(=O)CCN1CCN(Cc2nc(C(c3ccccc3)c3ccccc3)no2)CC1,-1,-8,-1,-0.1,3,3,5,-15,30,15,-1.2
NCCCC[C@H]1CN=C(N)N1CCCCC1CCCCC1,-2,-3,2,0.4,0,1,7,-1,10,2,-1.4
CN1CCN(C(=O)/C(=C\c2ccccc2)c2ccccc2)CC1,-1,-7,1,-0.1,-4,6,8,-9,1,8,-4.4
Cc1ccc(S(=O)(=O)Nc2ccc3c(c2)CC(=O)N([C@H](C)CO)C[C@@H](C)[C@H](CN(C)S(=O)(=O)c2ccccc2)O3)cc1,/,-5,-6,0.0,-5,6,-12,-14,22,3,-0.9
COc1cccc(N2CCN(c3ccc4nnc(CCC(=O)Nc5ncccc5C)n4n3)CC2)c1,2,-12,-17,-0.2,-7,11,-5,-12,27,1,0.6
Clc1cc(Br)ccc1OCCCn1ccnc1,0,-14,-29,0.4,-9,-50,7,2,2,21,1.1
NNc1nc(NCc2ccccc2)nc(N2CCOCC2)n1,-1,-7,19,-0.2,-7,10,1,-7,-9,12,7.0
Cc1ccc(Cn2cc(S(=O)(=O)c3ccc(C(C)C)cc3)c(=O)c3cc4c(cc32)OCO4)cc1,-1,-35,-16,-0.1,5,8,5,0,-34,0,3.3
CCn1c(CC(=O)Nc2ccccc2F)nnc1SCC(=O)NC1CCCCC1,4,4,4,-0.1,6,3,-34,1,15,-2,-0.4
CC(C)(C)C(=O)Nc1cccc(-c2nc3ccccc3c(=O)o2)c1,-1,15,-21,-0.3,4,-31,-22,-4,-1,-1,-3.4
Cc1ccc(C(=O)N/C(=C/c2ccco2)C(=O)OCN2C(=O)c3ccccc3C2=O)cc1,-1,25,29,0.4,-2,8,2,1,-3,10,-1.3
OCCN1CCN(c2ncnc3c2ncn3[C@H]2CN(Cc3ccc(Cl)cc3)C[C@@H](CO)O2)CC1,/,-31,5,-0.2,/,14,-41,8,-19,-6,0.0
COc1cc(NC(=O)[C@H]2O[C@@H](n3cnc4c(N)ncnc43)[C@H](O)[C@@H]2O)cc(OC)c1OC,/,-10,14,-0.1,/,10,-7,0,-20,14,4.5
O=C(Nc1ccc(F)cc1)C(NC1CCCCC1)c1ccccc1 (stereo not given),1,12,10,0.0,-7,13,-14,-14,-8,13,-0.7
CCn1c(SCC(=O)N/N=C/c2ccc(C)s2)nc2ccccc21,-1,-2,-75,-0.1,15,-10,2,-1,5,6,-0.8
CNC(=O)c1[nH]cnc1C(=O)Nc1cccc(C)c1,0,-8,-27,-0.4,-16,-115,-38,3,-48,-123,-2.4
C[C@]12CC[C@@H]3c4ccc(O)cc4C(=O)C[C@H]3[C@@H]1CC[C@@H]2O,-1,-23,-11,-0.2,6,-7,8&16,7,-13,-12,1.9
O=C(Nc1nccs1)c1ccc2c(=O)n3c(nc2c1)CCCCC3,-1,-3,-32,-0.1,-32,-157,-40,-7,9,-167,-0.2
CCNC(=S)N(Cc1ccco1)Cc1cc2cc3c(cc2[nH]c1=O)OCCO3,-1,24,-26,0.1,8,-1,23,-5,5,-10,-0.6
Cn1c(SCC(=O)N2CCOCC2)nnc1-c1cccc(NC(=O)c2ccccc2)c1,-1,9,-31,0.0,5,1,19,4,-1,17,0.2
CC1(C)CC(NC(=O)N2c3ccccc3Sc3ccccc32)CC(C)(C)N1,-4,-3,12,-0.1,-2,9,-82,4,22,18,-0.2
CCc1nnc(NC(=O)CSc2nnc(Cc3ccc(OC)cc3)o2)s1,-2,-8,0,0.1,7,6,-12,14,2,4,1.4
CN(Cc1cn(Cc2ccc(C(F)(F)F)cc2)nn1)C1CN(Cc2cn(Cc3ccc(C(F)(F)F)cc3)nn2)S(=O)(=O)C1 (stereo not given),/,34,86*,1.0,/,14,/,/,/,/,-0.2
CCCCOc1cccc(C(=O)Nc2ccc(NC(=O)c3cccs3)cc2)c1,1,-43,-15,-0.2,54,-3,74,2,-16,42,0.4
O=C(COC(=O)c1cccc(Cl)c1)NCc1ccccc1,/,3,-5,-0.1,-17,8,2,7,6,-7,5.1
COc1cccc(CNS(=O)(=O)c2ccc3c(c2)C(C)(C)C(=O)N3C)c1,-5,-11,19,-0.4,-25,9,11,-1,5,-1,-0.3
c1ccc(-c2cc3c(-n4cccc4)ncnc3o2)cc1,2,28,-54,0.8,1,-104,-23,2,-33,-59,-2.8
CC(=O)Nc1ccc(S(=O)(=O)N(C)CC(=O)OCC(=O)c2ccc3c(c2)NC(=O)CO3)cc1,0,-3,4,0.3,4,3,2,0,-5,-3,-0.1
O=C(CN(Cc1ccccc1)S(=O)(=O)c1ccc(Br)cc1)NCC1CCCO1 (stereo not given),-5,16,-2,0.1,5,7,-8,-14,7,13,0.3
O=C(COC(=O)c1c[nH]c2ccccc12)NC1CCCCC1,0,-2,-14,0.7,11,-65,-14,-25,-3,-36,0.4
CCn1c(=O)c([N+](=O)[O-])c(NCCCn2ccnc2)c2ccccc21,5,15,2,-0.1,7,11,-4,4,-34,14,0.3
Cc1ccc(NC(=O)c2ccco2)cc1NC(=O)CSc1nnc(-c2cccs2)n1C,1,0,-11,0.0,3,3,-8,10,-2,-14,-2.1
Cc1ccc(CNS(=O)(=O)c2ccc3c(c2)OCCO3)cc1,0,-1,-4,0.0,-1,0,-1,-9,0,18,-1.7
CC(C)(C)c1ccc(OCC(O)CN(CCO)CC(O)Cn2ccc3ccccc32)cc1 (stereo not given),1,36,6,3.4,-2,-5,7,-9,0,7,-1.3
COc1ccc(C2CC(c3ccccc3)=NN2C(=O)COC(=O)c2cc(S(=O)(=O)N3CCOCC3)ccc2F)cc1 (stereo not given),1,-21,-21,0.2,-5,12,-25,2,2,15,-2.0
O=C(COc1ccccc1)Nn1c(-c2ccccc2)nc2ccccc2c1=O,-1,-2,2,-0.2,-3,15,1,7,-14,-14,0.7
Cc1ccccc1OCCOc1cccc(/C=N/NC(=O)Cc2nnc(N)s2)c1,1,2,-122,0.7,7,-42,10,-16,8,-216,12
O=C1OCc2ccc([N+](=O)[O-])cc21,/,1,-9,-0.1,-2,9,12,28,-27,8,-1.7
CC(C)COC(=O)Cc1c(O)c2ccccc2[nH]c1=O,0,15,-27,0.0,-7,-4,-1,-4,17,10,-0.6
C=CCOc1ccc(-c2n[nH]c(=S)o2)cc1,-5,-14,-62,0.0,-4,-152,-33,2,1,-65,-0.3
O=C(Nc1ccc([N+](=O)[O-])cc1)C(Cc1ccccc1)N1C(=O)c2cccc3cccc(c23)C1=O (stereo not given),-1,-46,-37,-0.6,54,10,-15,-35,2,39,-1.6
CCc1c(C)sc(NC(=O)c2cc(C)on2)c1C#N,0,-9,-110,-0.2,-16,-197,15,-2,-9,-102,1.2
